# TRPV1 agonist: activates the human vanilloid receptor TRPV1. TRPV1-expressing cells, Fluo-8 calcium influx, agonist mode. activation, % at 8.33 µM. actives 0.19% (n = 320,000); in the data active = activation above about 80%; inconclusive = between about 30% and that limit; note: 0% is about no effect
#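 Cells expressing TRPV1 were dye-loaded with Fluo-8 and read kinetically: 10 s baseline, 3 min after compound (agonist portion), then 2 min after EC20 capsaicin (allosteric enhancer portion). Calcium-bound dye fluorescence at 480/520 nm.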
# TCR activator: activates T cell receptor signaling; primary human leukocytes, anti-CD3, IL-2 HTRF, 48 h; Potency, µM (series often up to 9.22 µM), for inactives: at the highest dose activation of IL-2 secretion, actives largely listed as activators; 330,000 tested, under 10 active; note: % of control where 0% means no effect
#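 Primary human leukocytes receive a-CD3 beads and test compound and are incubated 48 hr. Secreted IL-2 is then assayed by HTRF, measuring 665nm acceptor emission after 320nm excitation of the europium donor.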
# a7 integrin act: integrin-mediated muscular dystrophy alleviation activation | alpha7betagal myoblasts, beta-gal FDG fluorescence, 48 h | Potency, µM (titrated, usually from 38.3 µM), inactives show at the top dose activation, usual class: activators | actives 0.064% (n = 350,000) | AID 624291;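 note: potency is the fitted concentration of half-maximal effect; 100% = response of the positive control SU9516; nearly all actives have a fitted effect of over 60% in size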
#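 Alpha7betagal+/- myoblasts (passage 13) were plated 16-24 hr, then exposed to compounds (1:260 dilution of DMSO stock) for 48 hours at 37C. After MPER lysis, β-galactosidase reporter activity was read as FDG fluorescence (ex 480/em 540) after 30 minutes.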
# BRCA1 expr act: increases BRCA1 expression | MCF7-BRCA1-FFLuc reporter, luminescence, 48 h; response scale: scaled: vehicle 0%, 10 µM genistein 100% | Potency, µM (top dose mostly 46.1 µM), for the others: at the top dose activation, hits mostly activators | actives 1.1% (n = 380,000) | AID 624202; note: potency is the fitted concentration of half-maximal effect; nearly all actives have a fitted effect of over 80% in size; some results filed as inactive show a strong effect at the top dose
#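 Compounds are tested at multiple concentrations on MCF7 BRCA1-luciferase reporter cells seeded at 2000 per well; after 48 h, a single luminescence end-point is taken and curves fitted to the normalized data.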
# AT treatment: candidate therapy for ataxia-telangiectasia; […] A-T fibroblasts, KAP-1 phosphorylation AlphaLISA; neocarzinostatin DNA damage 30 min before lysis; Potency, µM (highest dose often 57.5 µM), for inactives: top-dose activation, actives largely listed as activators; actives 0.19% (n = 320,000); note: potency is the fitted concentration of half-maximal effect; % of control where 0% means no effect; nearly all actives have a fitted effect of over 45% in size
#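 hTERT-immortalized A-T patient fibroblasts ([…]), 500 cells/well in OPTI-MEM, 1% FBS, got compounds for 60 min, then NCS for 30 min at 37C. Lysates were then assayed for phospho-KAP-1 by AlphaLISA (anti-pKAP1 donor, anti-KAP1 acceptor beads), 6 hr at 25C.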
# p53 reactivator: restores transcriptional activity of mutant p53. H1299 p53-A138V BP100-luciferase reporter, luminescence, 24 h. Potency, µM (top dose mostly 92.2 µM), for inactives: top-dose activity change, positive = activation, usual class: activators. actives 0.063% (n = 320,000); note: potency is the fitted concentration of half-maximal effect; % of control where 0% means no effect; nearly all actives have a fitted effect of over 45% in size
#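 p53-null H1299 cells stably carrying temperature-sensitive p53-A138V and a BP100-luciferase reporter were pinned with compounds (4-point, 1:5 series) and held 24 hrs at 37 deg C. Luminescence was read 10 min after detection reagent.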
# TSG101-PTAP inh: blocks PTAP/TSG101 interaction to inhibit HIV-1 budding; Q99816; Fluorescence polarization, FITC-PTAP peptide / Tsg101 binding; Potency, µM (titrated, usually from 115 µM), for inactives: top-dose activity change, negative = inhibition, usual class: inhibitors; 340,000 tested, under 10 active; AID 493005; active = well fitted inhibition curve with a large enough effect in the main read-out, with a control signal flat, not every such curve was filed as active; inconclusive = small, poorly fitted or top-dose-only effect, or effect the other way, or a change in a side signal; inactive = no such curve, though single readings can be large or run the other way; note: potency is the fitted concentration of half-maximal effect; % of control where 0% means no effect
# Target sequence (Q99816 whole entry, looked up): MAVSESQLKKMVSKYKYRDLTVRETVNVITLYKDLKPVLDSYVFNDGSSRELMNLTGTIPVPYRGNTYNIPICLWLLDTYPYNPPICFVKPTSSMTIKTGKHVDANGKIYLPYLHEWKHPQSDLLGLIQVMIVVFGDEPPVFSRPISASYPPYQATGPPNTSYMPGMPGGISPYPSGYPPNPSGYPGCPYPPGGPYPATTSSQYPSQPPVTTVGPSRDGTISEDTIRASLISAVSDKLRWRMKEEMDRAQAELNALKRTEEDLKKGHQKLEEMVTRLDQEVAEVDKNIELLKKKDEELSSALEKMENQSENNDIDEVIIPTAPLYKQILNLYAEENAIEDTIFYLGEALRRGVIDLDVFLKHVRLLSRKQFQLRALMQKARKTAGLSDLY
#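 Fluorescence polarization binding of Tsg101 binding domain (10 uM final) to FITC-labeled PTAP peptide (50 nM final) in HEPES pH 7.5 buffer with NaCl, Tween 20, EDTA, TCEP. Compounds added before peptide; binding 20 min at RT.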
# B2AR arrestin: beta2AR (human) beta-arrestin recruitment activity | beta-arrestin recruitment to beta2AR, cell-based reporter | Potency, µM (titrated, usually from 46.1 µM), without a hit: at the highest dose activation, actives largely listed as activators | actives 0.02% (n = 330,000) | AID 492947;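 note: potency is the fitted concentration of half-maximal effect; 0% = DMSO controls and full agonism = EC100 isoproterenol or metaproterenol; nearly all actives have a fitted effect of over 65% in size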
# Target sequence (P07550 whole entry, looked up): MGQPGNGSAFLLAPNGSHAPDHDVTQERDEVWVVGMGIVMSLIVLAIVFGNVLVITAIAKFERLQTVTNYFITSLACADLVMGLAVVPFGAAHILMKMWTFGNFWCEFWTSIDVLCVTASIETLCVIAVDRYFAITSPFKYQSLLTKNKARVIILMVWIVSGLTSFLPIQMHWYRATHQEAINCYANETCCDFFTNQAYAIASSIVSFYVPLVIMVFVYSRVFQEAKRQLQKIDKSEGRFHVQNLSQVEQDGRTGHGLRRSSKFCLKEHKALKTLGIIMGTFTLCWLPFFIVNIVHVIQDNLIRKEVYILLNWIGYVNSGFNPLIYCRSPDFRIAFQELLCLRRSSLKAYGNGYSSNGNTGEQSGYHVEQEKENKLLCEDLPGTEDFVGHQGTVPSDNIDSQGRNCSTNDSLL
# MLL CXXC-DNA inh: MLL CXXC-DNA interaction inhibition; Q03164; actives 0.037% (n = 290,000); MLL-CXXC / FITC-HOXA9 DNA fluorescence polarization; Potency, µM (doses to about 115 µM), for inactives: at the highest dose activity change, negative = inhibition, hits mostly inhibitors; active = well fitted inhibition curve with a large enough effect in the polarisation, with a control signal flat, not every such curve was filed as active; inconclusive = small, poorly fitted or top-dose-only effect, or effect the other way, or a change in a side signal; inactive = no such curve, though single readings can be large or run the other way; the % refers to the polarisation; note: potency is the fitted concentration of half-maximal effect
#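 Fluorescence polarization: 7 uM MLL-CXXC (stock) preincubated 5 min with compounds, then 50 nM fluorescein-HOX-A9 DNA (stock) added; 30 min ambient. Buffer 50 mM Tris-HCl pH 7.5, 50 mM NaCl, 1 mM DTT, 0.05% BSA.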
# ELG1 repair inh: inhibitors of ELG1-dependent DNA repair in HEK293T cells. HEK293T ELG1-luciferase reporter, luminescence, 16 h; DNA damage induced by 5-fluorouridine. Potency, µM (doses to about 46.1 µM), for the others: top-dose activity change, negative = inhibition, most hits filed as inhibitors. actives 2.3% (n = 330,000). AID 504467; note: potency is the fitted concentration of half-maximal effect; % is set by controls: 0 for no effect and ±100 for the full control effect; nearly all actives have a fitted effect of over 55% in size
#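 Quantitative HTS, concentration-response format. 2,000 cells/well co-treated with 5-fluorouridine and compound, 16 hr in 5% CO2 at 37 °C; ONE-Glo luminescence read after 30 min.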
# Starred values were filed as active, the others as inactive; ? = inconclusive; / = no result given; [ ] = remark or other dose. Unless noted, calls come from the whole dose curve; as a rule, active = well fitted curve in the direction sought with a large enough effect; inconclusive = small, poorly fitted or top-dose-only effect, or another doubt; inactive = no such curve, though single readings can be large; an effect the other way counts as inactive or inconclusive.
SMILES,TRPV1 agonist,TCR activator,a7 integrin act,BRCA1 expr act,AT treatment,p53 reactivator,TSG101-PTAP inh,B2AR arrestin,MLL CXXC-DNA inh,ELG1 repair inh
O=c1[nH]c2cccnc2n1Cc1ccco1,-8,4%,-5%,1%,1%,-10%,-9%,-0.2%,-3%,9%
O=S(=O)(Nc1ccc(-c2ccc3nncn3n2)cc1)c1cccc(F)c1,6,0%,9%,-23%,-7%,-1%,0%,-1.0%,/,?
Cc1ccccc1C(OCCN(C)C)C1CCCCC1 (stereo unspecified),2,-4%[46.1 µM],-28%,-10%,-5%,-7%,3%,-1.6%,11%,-3%
Cc1nc(SCC(=O)N2CCOCC2)c2c(C)c(C)sc2n1,4,-11%,-2%,0%,5%,-15%,-6%,0.4%,-1%,?
Cc1ccc(C(=O)NC(=S)Nc2ccc3[nH]c(=O)[nH]c3c2)c(C)c1,0,-1%,28%,-14%,-5%,4%,-7%,-0.2%,21%,11%
Cc1ccc(NC(=O)C2CSC3(C)CCC(=O)N23)cc1S(=O)(=O)N1CCOCC1 (stereo unspecified),2,11%,10%,-6%,-1%,-1%,-2%,0.1%,/,-20%
CN(C)c1cccc(C(=O)OCC(=O)Nc2nccs2)c1,5,3%[46.1 µM],-19%,29%,4%,?,-6%,?,6%,?
Cc1ccc(C(=O)NN2CCOCC2)cc1,2,0%,0%,-1%,-8%,2%,0%,11%,-5%,0%
N#C/C=C/N1CCN(Cc2ccc3c(c2)OCO3)CC1,-1,-1%,0%,-4%,3%,1%,0%,0.6%,-19%,1%
Cn1c(C(=O)NC2CC2)cc(=O)n(C)c1=O,-7,3%,?,-36%,4%,0%,0%,-0.5%,6%,7%

# Pulled by compound from the entries so far (three):
SMILES,TRPV1 agonist,TCR activator,a7 integrin act,BRCA1 expr act,AT treatment,p53 reactivator,TSG101-PTAP inh,B2AR arrestin,MLL CXXC-DNA inh,ELG1 repair inh
Cc1nc(SCC(=O)N2CCOCC2)c2c(C)c(C)sc2n1,4,-11%,-2%,0%,5%,-15%,-6%,0.4%,-1%,?
N#C/C=C/N1CCN(Cc2ccc3c(c2)OCO3)CC1,-1,-1%,0%,-4%,3%,1%,0%,0.6%,-19%,1%
CN(C)c1cccc(C(=O)OCC(=O)Nc2nccs2)c1,5,3%[46.1 µM],-19%,29%,4%,?,-6%,?,6%,?

# (more compounds)
SMILES,TRPV1 agonist,TCR activator,a7 integrin act,BRCA1 expr act,AT treatment,p53 reactivator,TSG101-PTAP inh,B2AR arrestin,MLL CXXC-DNA inh,ELG1 repair inh
CCN1C/C(=N\S(=O)(=O)/N=C2\CN(CC)C(=O)N2CC)N(CC)C1=O,-1,-2%,1%,0%,0%,1%,-2%,0.4%,9%,-6%
O=C(CN1CCOc2ccccc21)NCc1ccc(F)cc1,-1,0%,-7%,6%,-1%,2%,-1%,-4.1%,11%,23%
Cc1ccc(C(=O)/C=C/N(C)C)o1,4,6%,11%,-1%,9%,-11%,5%,-0.4%,13%,14%
Cc1ccc(NS(=O)(=O)c2cc(C(=O)N3CCN(C)CC3)ccc2C)cc1C,-3,-8%,-16%,-24%,-2%,6%,-2%,0.5%,-2%,-5%
O=C(O)c1cc(-c2cc(C(=O)O)c3ccccc3n2)nc2ccccc12,-1,/,/,/,4%,-2%,/,-0.1%,3%,8%
CCn1c(O)c2ccc(C(=O)N=NC(=O)c3cccnc3)cc2c1O,-2,0%,-3%,-15%,-4%,24%,-4%,-0.1%,4%,-5%
CCCCN(CCCC)c1nc2ccccc2nc1C(C#N)C(=O)NCCCOC (stereo unspecified),?,0%,-25%,0%,7%,4%,?,-0.2%,?,2%
N#C/C(=C\c1ccc(OCc2ccc(C(=O)O)cc2)cc1)C(=O)N1CCOCC1,-1,0%[46.1 µM],0%,?,-3%,11%,-1%,-1.4%,3%,?
CCN(Cc1ccncc1)C(=O)c1cc(COc2ccc(OC)cc2Cl)on1,-1,1%,-28%,99%,3%,3%,-2%,0.1%,-6%,?
O=C(NNC(=O)c1ccccc1-c1ccccc1C(=O)O)c1ccccc1,2,-2%,-17%,-1%,5%,2%,1%,-0.1%,1%,12%

# Copied from the results shown for reference:
SMILES,TRPV1 agonist,TCR activator,a7 integrin act,BRCA1 expr act,AT treatment,p53 reactivator,TSG101-PTAP inh,B2AR arrestin,MLL CXXC-DNA inh,ELG1 repair inh
CCN1C/C(=N\S(=O)(=O)/N=C2\CN(CC)C(=O)N2CC)N(CC)C1=O,-1,-2%,1%,0%,0%,1%,-2%,0.4%,9%,-6%
O=C(CN1CCOc2ccccc21)NCc1ccc(F)cc1,-1,0%,-7%,6%,-1%,2%,-1%,-4.1%,11%,23%
Cc1ccc(C(=O)/C=C/N(C)C)o1,4,6%,11%,-1%,9%,-11%,5%,-0.4%,13%,14%

# Remaining list, next part:
SMILES,TRPV1 agonist,TCR activator,a7 integrin act,BRCA1 expr act,AT treatment,p53 reactivator,TSG101-PTAP inh,B2AR arrestin,MLL CXXC-DNA inh,ELG1 repair inh
COc1ccc(NC(=O)NS(=O)(=O)c2ccc(C)cc2)c(OC)c1,0,-2%,-23%,-5%,17%,-2%,-1%,0.0%,8%,0%
O=C(NC(CC1CCCCC1)C(=O)O)c1ccccc1 (stereo unspecified),-9,7%,23%,2%,25µM*,0%,-4%,-0.1%,/,21%
Cc1ccc(Cn2c(=N)c(C(=O)NCC3CCCO3)cc3c(=O)n4cccc(C)c4nc32)cc1 (stereo unspecified),82*,-9%,-3%,1%,1%,-5%,-5%,-0.4%,7%,-2%
CC(=O)NC(CC(=O)OCC(=O)Nc1ccc2c(c1)OCO2)c1ccccc1 (stereo unspecified),1,-1%,-14%,-12%,-1%,3%,0%,0.2%,1%,6%
O=C(Cn1nnc2ccccc21)N/N=C\C=C\c1ccccc1,2,-12%,7%,12%,-1%,-7%,-2%,0.0%,1%,11%
Cc1csc(SCC(=O)N(c2ccccc2)C(C)C)n1,-4,-7%,13%,-5%,12%,-6%,-2%,-0.3%,/,2%
CN(CC(=O)Nc1ccc(Cl)c(C(F)(F)F)c1)C(=O)Cn1cc([N+](=O)[O-])ccc1=O,8,1%,-29%,-12%,10%,-8%,-5%,0.4%,/,?
CCN(C(=O)CCS(=O)(=O)c1cccc2nonc12)c1ccc(F)cc1,0,-4%,6%,21%,-1%,-1%,0%,-1.1%,0%,8%
COCCNC(=O)C1CCN(Cc2cccc(OCc3ccccc3)c2)CC1,0,/,0%,16%,-7%,/,-1%,-5.0%,-2%,-22%
C=CCN1C(=O)C(=O)N(Cc2nc3ccccc3s2)C1=O,1,7%,12%,-6%,1%,?,-1%,-0.4%,2%,?

# TRPV1 agonist, what is marked active above.
SMILES	TRPV1 agonist	TCR activator	a7 integrin act	p53 reactivator	TSG101-PTAP inh	B2AR arrestin	MLL CXXC-DNA inh
Cc1ccc(Cn2c(=N)c(C(=O)NCC3CCCO3)cc3c(=O)n4cccc(C)c4nc32)cc1 (stereo unspecified)	82*	-9%	-3%	-5%	-5%	-0.4%	7%

# Next records
SMILES,TRPV1 agonist,TCR activator,a7 integrin act,BRCA1 expr act,AT treatment,p53 reactivator,TSG101-PTAP inh,B2AR arrestin,MLL CXXC-DNA inh,ELG1 repair inh
C=CCN(c1ccccc1)S(=O)(=O)c1cc2c(cc1C)NC(=O)CO2,5,-5%,-19%,3%,4%,/,-1%,-0.8%,/,8%
CC1Sc2ccc(S(=O)(=O)N3CCC(C(N)=O)CC3)cc2NC1=O (stereo unspecified),-3,-4%,19%,20%,-2%,4%,-6%,0.1%,3%,10%
Cc1cc(C)cc(NS(=O)(=O)c2ccc(-c3cnc(C4CC4)o3)cc2)c1,2,2%,-4%,-80%[inhibitor],0%,0%,1%,0.5%,27%,-3%
O=C(NC(=S)Nc1ccc(N2CCN(C(=O)c3ccccc3)CC2)cc1)c1cccs1,1,9%,-47%[inhibitor],-67%,-1%,-4%,-2%,-0.4%,1%,13µM*
CN1CCCN=C1/C=C/c1cccs1,-1,4%,-15%,-18%,2%,15%,/,0.6%,23%,8%
COc1ccccc1N1CCN(C(=O)CN(Cc2ccc(Cl)cc2)S(C)(=O)=O)CC1,27,3%,1%,-22%,12%,-3%,-12%,-0.3%,0%,-24%
CSc1cccc(NC(=O)Cn2cccc2)c1,/,6%,5%,16%,-14%,-4%,-6%,0.7%,-6%,-11%
CCn1c(CCNC(=O)c2ccc(OC)cc2)nnc1SCC(=O)Nc1ccccc1F,-1,9%,-15%,0%,-5%,3%,-5%,-0.2%,4%,2%
COc1ccc(Cl)cc1C(=O)NCc1cn(C)nc1C,-4,6%,-17%,3%,2%,0%,-1%,0.4%,3%,-4%
Cc1onc(-c2c(F)cccc2Cl)c1-c1nnc(-c2cccc3ccccc23)o1,-7,4%,7%,-11%,13%,-2%,-1%,-0.1%,-3%,?

# Screens as filed in PubChem BioAssay.
